Source: PubChem
GalR3 antag: GalR3 antagonists in HEK293 cells, primary screen, cell-based, fluorescence readout; Galanin receptor type 3 (Homo sapiens), O60755; HEK293 GalR3-CNG cAMP membrane potential fluorescence; galR3 body fused to GalR1 C-terminus; inhibition, % at 3 µM; 360,000 compounds, 0.44% hits; AID 651719, 2012;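 active = inhibition above the screen-wide average plus 3 SD, cut at about 13% in these data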;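 note: forskolin and galanin both at EC90 stimulate the cells; cAMP rise reported by CNG channel membrane potential dye signal; 0% = forskolin plus galanin with DMSO and 100% = forskolin alone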
IDE inh: human IDE inhibitors in live cells, primary screen, fluorescence polarization, HEK cells, FAbetaB substrate; Insulin-degrading enzyme (Homo sapiens), P14735; FAbetaB cleavage; inhibition, % at 5.59 µM; 320,000 compounds, 0.41% hits; AID 434962, 2010;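 active = percent inhibition above the average of all tested compounds plus 3 SD, set per screening campaign, cut at about 16% in these data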;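 note: IDE supplied by intact live HEK cells; FP after avidin binding of uncleaved biotin substrate so inhibition keeps polarization high; 0% = DMSO wells and 100% = 60 µM reference IDE inhibitor Ii1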
CRFBP-R2 block: antagonists of CRF-BP/CRF-R2 complex, primary screen, cell-based, HEK293, calcium dye fluorescence, uHTS. 350,000 compounds, 0.59% hits. inhibition, % at 11.8 µM. CRF-induced calcium fluorescence;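 active = inhibition of the ligand-induced calcium signal above about 50% at the single tested concentration, limit read from the data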
CHRM4 PAM: human M4 muscarinic receptor positive allosteric modulators, primary screen, CHO-K1 cells, Fluo-8 calcium fluorescence; activation, % at 3 µM; CHO-K1 hM4/Gqi5, ACh EC20; 0% = ACh EC20, 100% = maximal ACh; 360,000 compounds, 0.4% hits;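 active = activation above its plate's cutoff, the mean activation of sample wells plus 3 SD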; note: some results filed as inactive read as strong as hits
CRFBP-R2 agonist: agonists of CRF-BP/CRF-R2 complex, primary screen, cell-based, HEK293, calcium dye fluorescence, uHTS. CRF-binding protein / CRF receptor 2 complex (human). calcium dye fluorescence (FLIPR); percent of saturating CRF peptide response. activation, % at 13.2 µM. 350,000 compounds, 0.46% hits. AID 588473, 2011;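 active = activation of at least 50%, plus an integration ratio under a set limit after plate pattern correction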;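 note: plate controls were neutral control wells without compound for no effect and CRF at EC100 for full effect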
IDE act: human IDE activators in live cells, primary screen, fluorescence polarization, HEK cells, FAbeta-B substrate. activation, % at 5.96 µM. Insulin-degrading enzyme (Homo sapiens), P14735. FAbeta-B cleavage; 0% vehicle, 100% cell-free pure enzyme wells. 340,000 compounds, 0.073% hits;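 active = activation above the mean of all tested compounds plus 3 SD, set per screening campaign, cut at about 17% in these data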
p-CIP stab down: p/CIP-EGFP fusion destabilizers, primary screen, fluorescence, F442A cells; Q05BA5; 16 h; decrease of EGFP signal, % at 10 µM; 290,000 compounds, 0.01% hits; AID 1984, 2009;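 active = EGFP signal decrease of at least 30% at 10 µM or well 3 SD below plate mean, unless failing retest; inactive = the rest, including hits failing retest or dose response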; note: some compounds called inactive have numbers as strong as hits; many of its hits are not listed in these tables
MEKK3 PB1 HTS: modulators of MEKK3-MEK5 PB1 binding, primary screen, biochemical, wildtype MEKK3, multiplex bead flow cytometry, Alexa488-MEK5; Mitogen-activated protein kinase kinase kinase 3 (Homo sapiens), Q99759; bead-based flow cytometry, Alexa488-MEK5 binding to MEKK3; actives lie on both sides; 0 = blocked by unlabeled MEK5, 100 = vehicle; 290,000 compounds, 1.4% hits; binding response (% of control), % at 10 µM; AID 1529, 2009;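 active = binding response more than 3 SD above or below the average of its plate-row segment, actives on both sides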;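 note: Alexa488 bead fluorescence after subtracting the streptavidin-only scavenger bead signal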
Target sequence (Q99759 whole entry, looked up): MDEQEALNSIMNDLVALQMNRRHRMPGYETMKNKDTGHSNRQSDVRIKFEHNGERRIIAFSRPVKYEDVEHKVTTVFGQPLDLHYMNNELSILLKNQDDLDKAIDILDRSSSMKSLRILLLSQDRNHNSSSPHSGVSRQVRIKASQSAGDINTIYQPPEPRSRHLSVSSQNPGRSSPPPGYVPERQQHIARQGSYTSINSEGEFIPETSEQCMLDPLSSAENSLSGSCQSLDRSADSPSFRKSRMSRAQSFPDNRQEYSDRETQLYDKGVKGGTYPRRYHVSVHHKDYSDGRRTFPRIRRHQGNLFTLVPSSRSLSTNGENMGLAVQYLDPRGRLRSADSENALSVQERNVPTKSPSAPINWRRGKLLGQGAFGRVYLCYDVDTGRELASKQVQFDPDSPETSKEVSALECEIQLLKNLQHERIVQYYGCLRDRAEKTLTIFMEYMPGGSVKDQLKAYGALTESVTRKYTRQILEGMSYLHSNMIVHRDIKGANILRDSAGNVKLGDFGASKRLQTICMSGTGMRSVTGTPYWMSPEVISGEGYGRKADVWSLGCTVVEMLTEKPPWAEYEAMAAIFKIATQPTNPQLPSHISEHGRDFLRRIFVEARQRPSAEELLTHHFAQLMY
PHOSPHO1 inh: PubChem AID 1565. Phosphoethanolamine/phosphocholine phosphatase (Homo sapiens), Q8TCT1. recombinant PHOSPHO1, absorbance phosphatase assay. inhibition, % at 13.3 µM. 290,000 compounds, 1.1% hits; in the data active = inhibition above about 60%
Target sequence (Q8TCT1 whole entry, looked up): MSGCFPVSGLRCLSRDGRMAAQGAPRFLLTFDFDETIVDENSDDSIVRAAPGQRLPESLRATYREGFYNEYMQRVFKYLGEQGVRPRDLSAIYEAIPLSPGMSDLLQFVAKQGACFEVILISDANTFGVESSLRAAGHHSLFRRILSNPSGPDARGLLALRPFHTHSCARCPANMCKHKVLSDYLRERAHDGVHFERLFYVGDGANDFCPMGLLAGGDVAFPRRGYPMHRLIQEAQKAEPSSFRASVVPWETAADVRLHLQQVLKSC
* = called active by the depositor; · = no result given.

SMILES	GalR3 antag	IDE inh	CRFBP-R2 block	CHRM4 PAM	CRFBP-R2 agonist	IDE act	p-CIP stab down	MEKK3 PB1 HTS	PHOSPHO1 inh
Cc1ccc(O)c(NC(=O)C2=CC(c3cccs3)=NS(=O)(=O)N2C)c1	·	-2	38	-11	-5.3	1	1	103	33
O=C(COC(=O)c1cccc(S(=O)(=O)N2CCCCCC2)c1)Nc1ccccc1	-1	·	-18	-4	1.2	1	·	·	·
Cc1nn(-c2ccccc2)c2c1P(=O)(O)/C(=C1\N(C)c3ccccc3C1(C)C)C=N2	-3	9	3	-6	1.4	3	-12	97	6
CCn1c(NC(=O)c2cccs2)c(-c2cccs2)c(=O)c2ccccc21	-4	0	3	18	-1.3	-2	6	97	22
C=C(C)c1cccc(C(C)(C)NC(=O)N2CCN(C(=O)OCC)CC2)c1	-7	·	3	6	-2.4	·	·	·	·
O=C(O)CNC(=O)c1ccc(NC(=O)/C(=C/c2ccccc2)NC(=O)c2ccco2)cc1	0	-1	-2	0	1.9	3	-7	95	-19
CN(CCC#N)C(=O)COC(=O)c1cccnc1Nc1ccccc1F	-3	7	-8	8	-0.6	-2	-16	77	-2
Cc1nc2oc3ccc(F)cc3c(=O)c2cc1C(=O)O	-5	3	1	1	0.5	3	-2	101	37
O=C(Nc1ccc(Br)cc1)c1cnc[nH]1	-5	2	10	10	-2.6	4	2	102	40
O=C(CN1C2=NCCN2c2ccccc21)c1ccco1	-3	0	7	-5	4.3	6	-1	66	-11
CCc1ccc(C(=O)Nc2nc3ccccc3[nH]2)cc1	-6	-3	-8	6	25	0	-3	93	0
COC(=O)C1=C(C)N(CCCCCC(=O)O)C(=O)NC1c1ccccc1 (stereo unspecified)	-4	0	0	17	0.4	4	·	108	·
CCO[C@H]1OC(C(=O)NC2CC2)=C[C@@H](C2CCCCC2)[C@@H]1CCCO	-8	-4	-4	10	-0.3	-3	-1	100	22
O=C(CCSc1ccc(F)cc1)NNC(=O)c1ccccc1Cl	4	0	-7	0	0.4	1	·	·	·
O=C(NCCCN1CCCC1=O)c1cccnc1	-6	4	12	11	-1.1	-2	-3	101	-10
COc1ccc(OC)c(NC(=O)c2ccc(CN3CCOCC3)cc2)c1	-5	-2	-1	2	-0.7	1	-2	103	-14
O=C(/C(=N/N=C/c1ccc(O)c(O)c1O)c1ccccc1)c1ccccc1	-5	4	4	-5	1.1	3	-25	136*	-8
CCC(=O)Nc1ccc(C(=O)CSc2nnc(CNc3ccc(Cl)cc3)o2)cc1OC	-8	-2	-4	-5	0.9	-4	-18	111	24
COc1ccc(NC(=O)Nc2cccc(C)n2)cc1	2	4	-4	8	-0.5	0	-10	101	18
Cc1ccc(NS(=O)(=O)c2ccc3[nH]c(=O)oc3c2)cc1Cl	-2	3	-29	9	1.1	6	·	·	·
CC(C)C(=O)N1CCN(c2ccccc2NC(=S)NC(=O)c2cccs2)CC1	-6	1	-6	-5	2.9	6	-5	102	-13
O=S(=O)(CCc1ccncc1)Cc1ccc2c3c(cccc13)CC2	-3	4	10	14	-0.5	9	-9	88	42
O=C(NCC(=O)N(c1ccccc1F)C(C(=O)NC1CCCC1)c1cccnc1)c1ccco1 (stereo unspecified)	8	4	-2	-4	0.2	3	4	102	35
CNS(=O)(=O)c1ccc2c3c(cccc13)C(=O)N2	-7	·	-4	4	-1.2	3	-8	100	24
CCc1cccc(CC)c1N(COC)C(=O)Cn1c(CO)nc2ccccc21	-5	6	-38	-3	39	5	2	103	7

2 compounds from above, showing only MEKK3 PB1 HTS:
compound | MEKK3 PB1 HTS
O=C(CN1C2=NCCN2c2ccccc21)c1ccco1 | 66
CCc1ccc(C(=O)Nc2nc3ccccc3[nH]2)cc1 | 93

Later entries:
SMILES	GalR3 antag	IDE inh	CRFBP-R2 block	CHRM4 PAM	CRFBP-R2 agonist	IDE act	p-CIP stab down	MEKK3 PB1 HTS	PHOSPHO1 inh
CCOC(=O)N1CCC(Nc2c(OCC)c(=O)c2=O)CC1	1	-1	17	-8	-1.7	7	-12	110	4
CCC(C)(C)C1CCc2nc3ccccc3c(C(=O)OC(C)C(=O)Nc3c(C)n(C)n(-c4ccccc4)c3=O)c2C1 (stereo unspecified)	1	0	-44	-11	0.4	4	-6	106	-14
CCN(C[C@H]1N[C@@](CC)(C(=O)OC)[C@H]2C(=O)N(C)C(=O)[C@@H]12)C(=O)NC(C)C	5	-2	8	6	-0.7	6	·	·	·
Cc1ccc(S(=O)(=O)N(C)C[C@H]2Oc3cc(C#Cc4ccccc4)ccc3S(=O)(=O)N([C@H](C)CO)C[C@@H]2C)cc1	-4	·	9	10	0.9	·	·	·	·
Oc1ccc(N=Nc2nc(-c3ccccc3)c(-c3ccccc3)[nH]2)cc1	-3	3	6	-4	-1.4	-2	-31	96	17
O=C(c1ccc(OC2CCN(C/C=C/c3ccccc3)CC2)cc1)N1CCCCC1	-4	3	-40	-14	4.9	-2	-10	102	23
CCCn1c(SCC(=O)Nc2nc3ccccc3s2)nc2c1c(=O)n(C)c(=O)n2C	-4	7	-13	5	-0.3	3	-7	89	22
COc1ccc(N2C(=O)CC(N3CCN(c4ccccc4)CC3)C2=O)cc1 (stereo unspecified)	0	2	-20	1	0.0	3	-2	109	58
CN(c1ccc([N+](=O)[O-])cc1C(N)=O)C1CCCCC1	-4	-5	5	-3	1.5	3	2	119	53
CCN(CC)c1ccc(N=Nc2ncn[nH]2)cc1	-1	5	9	14	-3.1	·	-37	94	2
CCOCCCNC(=S)N1CCN(Cc2ccc3c(c2)OCO3)CC1	15*	-6	0	3	0.4	0	9	102	5
N#CCCn1nc(-c2ccc([N+](=O)[O-])cc2)cc1Nc1ccccc1NC(=O)C(F)(F)F	-4	-2	8	-6	5.4	2	-22	96	-46
Cc1cc(=O)[nH]c(SCC(=O)Nc2cccc(S(=O)(=O)N3CCOCC3)c2)n1	-5	5	4	-2	-1.5	4	·	·	·
CC(=O)N1c2c(cc(Br)cc2S(=O)(=O)NCc2ccc(C)cc2)CC1C (stereo unspecified)	-9	-2	3	-6	-0.3	2	-18	104	31
CCC(C)(C)NC(=O)C(c1ccncc1)N(C(=O)Cn1nnc2ccccc21)c1cc2c(cc1C(C)=O)OCO2 (stereo unspecified)	-1	4	13	2	-3.9	-1	-16	97	6
NNC(=O)C(=O)NCCCN1CCOCC1	-6	-6	4	1	-1.4	2	-9	101	24
O=S(=O)([N-]c1nc2ccccc2nc1-[n+]1ccccc1)c1ccccc1	-11	1	10	-5	1.1	2	-8	101	-4
O=S(=O)(c1ccc(SCc2ccccc2F)nc1)N1CCCC1	-5	14	10	-2	1.5	-8	·	·	·
O=C(N/N=C/c1cc(Br)c(O)c(Br)c1O)c1ccc2c(c1)OCCO2	-8	-4	-7	-1	2.3	5	1	100	18
Cc1ccsc1CN(C)C(=O)CN1C(=O)NC2(CCCc3ccccc32)C1=O (stereo unspecified)	-5	-9	-5	-2	1.0	-2	·	·	·
O=S(=O)(c1cccc2cccc(Cl)c12)N1CCCC1	0	4	-4	-1	-1.3	-1	15	104	30
CN(Cc1ccccc1)C(=O)COC(=O)CCC(=O)c1ccc(Cl)cc1	-5	5	-8	5	-3.0	1	·	·	·
Cc1ccc(C(=O)c2cc([N+](=O)[O-])ccc2N2CCOCC2)cc1	-4	·	15	1	-0.5	10	0	105	-22
Cc1cccc(Nc2nc(NCCO)nc(N3CCCC3)n2)c1	-4	-2	-2	8	0.1	4	·	106	·
C/C(=N\Nc1ccc(S(N)(=O)=O)cc1[N+](=O)[O-])c1ccco1	-3	-3	11	3	-6.1	1	-6	115	15

Next section:
SMILES	GalR3 antag	IDE inh	CRFBP-R2 block	CHRM4 PAM	CRFBP-R2 agonist	IDE act	p-CIP stab down	MEKK3 PB1 HTS	PHOSPHO1 inh
O=C(/C(=N\Nc1ccc([N+](=O)[O-])cc1)Sc1nnnn1-c1ccccc1)c1ccccc1	-1	2	28	0	7.8	-2	-3	115	9
O=C(CSc1nc(Nc2ccccc2)nc(N2CCOCC2)n1)Nc1ccc([N+](=O)[O-])cc1	0	6	-41	7	-0.4	3	-5	104	-20
Cc1cc(C)nc(SCC(=O)N(C)C)n1	-8	2	-3	-4	1.6	2	2	103	-77
FC(F)(F)c1cc(-c2ccc3c(c2)OCO3)nc(NCc2ccco2)n1	-6	6	-18	0	0.6	3	-3	109	4
CN(C(=O)c1ccc(S(=O)(=O)NC2CCCC2)cc1)C1CCCCC1	3	-1	-75	-3	51*	0	0	93	21
CCn1c(C)nc2cc(C(=O)NNC(=S)Nc3ccc(F)cc3)ccc21	-5	-2	3	-13	-0.9	2	-8	103	8
COc1ccc(C2NC(=O)c3n[nH]c(C)c32)c(OC)c1 (stereo unspecified)	12	0	-1	0	-2.4	0	-11	108	-18
O=C(Nc1ccc(C(=O)N2CCOCC2)cc1)c1ccccc1[N+](=O)[O-]	0	-1	18	3	0.0	2	-3	98	28
COc1ccc(NS(=O)(=O)c2ccc(N3CCOCC3)c(N)c2)cc1	84*	7	6	-3	-1.8	10	·	·	·
CCOC(=O)c1ccc(CNC(=O)c2cc(COc3ccccc3SC)on2)o1	-3	6	7	-6	0.4	6	6	91	24
CC1(C)OC(=O)C(=NNc2ccccc2[N+](=O)[O-])C(=O)O1	-3	1	6	-2	-0.3	-2	1	102	24
O=c1[nH]n2c(-c3ccccc3)nc(O)c2c2ccccc12	0	0	5	11	1.0	3	1	91	-6
Cc1cc(COc2ccccc2O)on1	-2	0	7	0	0.5	1	-4	105	-4
O=C(/C=C/c1ccc(F)cc1)Nc1ccc2[nH]c(=O)[nH]c2c1	3	-1	3	-15	0.6	-7	-6	100	20
CCOc1ccc(OCCOc2ncnc3ccccc23)cc1	-1	-3	-1	-3	-2.0	3	-4	94	37
Cc1c(OCC(=O)N(C)C)ccc2c3c(c(=O)oc12)CCCCC3	-1	11	-2	-3	-0.2	7	14	68	-37
COc1ccc(CCn2c(C)cc(C(=O)CN3C(=O)C(=O)N(C4CCCC4)C3=O)c2C)cc1OC	-6	·	2	-10	-0.1	-2	·	·	·
CCOc1ncccc1C(=O)OCC(=O)NC(=O)NC(C)C	-6	4	2	3	-0.3	1	0	105	20
COc1cccc(/C=N/NC(=O)c2cc3c(OC)c(OC)ccc3[nH]2)c1OC	-4	·	-11	-11	0.0	-1	-17	116	-5
Cc1cc(C)c(OCCn2ccnc2)c(C)c1	1	·	8	3	0.9	-1	0	106	14
Cc1c(NS(=O)(=O)c2cc(C(=O)NCCc3ccc(F)cc3)cc(Cl)c2Cl)c(=O)n(-c2ccccc2)n1C	0	·	16	18	-0.6	3	·	·	·
CCN1CCN(Cc2c(O)ccc3c(=O)c(-c4ccc(OC)c(OC)c4)c(C)oc23)CC1	-7	2	3	4	0.4	4	-17	104	24
O=C(O)c1ccc(NC(=S)Nc2ccc(S(=O)(=O)Nc3ccccn3)cc2)cc1	-4	·	-18	0	-0.2	6	·	·	·
Cc1ccc(NC(=O)CNC(c2ccccc2)c2ccccc2)c(F)c1	-3	6	3	-6	2.3	-3	4	105	-9
CCCCCCSc1cc(-c2nc3ccc(C)cn3c2NCCCC)ccc1OC	-7	-4	-11	10	0.7	10	·	·	·
